KCC2 mod: KCC2 cotransporter modulators, thallium flux, primary screen, cell-based, HEK293 KCC2, FluoZin-2 fluorescence, MLSMR; KCC2 cells, thallium flux FluoZin-2 fluorescence; B-score of Tl+ flux slope (higher = more flux/activation; lower = inhibition) at 10 µM; 190,000 compounds, 2.2% hits; AID 1456, 2008;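 active means thallium flux slope and its plate-corrected score both differing from the plate sample mean at a set confidence after two filtering rounds, in either direction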;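 further: slope of fluorescence scaled to starting intensity during 10 to 20 s after thallium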
Target sequence (Q9H2X9 whole entry, looked up): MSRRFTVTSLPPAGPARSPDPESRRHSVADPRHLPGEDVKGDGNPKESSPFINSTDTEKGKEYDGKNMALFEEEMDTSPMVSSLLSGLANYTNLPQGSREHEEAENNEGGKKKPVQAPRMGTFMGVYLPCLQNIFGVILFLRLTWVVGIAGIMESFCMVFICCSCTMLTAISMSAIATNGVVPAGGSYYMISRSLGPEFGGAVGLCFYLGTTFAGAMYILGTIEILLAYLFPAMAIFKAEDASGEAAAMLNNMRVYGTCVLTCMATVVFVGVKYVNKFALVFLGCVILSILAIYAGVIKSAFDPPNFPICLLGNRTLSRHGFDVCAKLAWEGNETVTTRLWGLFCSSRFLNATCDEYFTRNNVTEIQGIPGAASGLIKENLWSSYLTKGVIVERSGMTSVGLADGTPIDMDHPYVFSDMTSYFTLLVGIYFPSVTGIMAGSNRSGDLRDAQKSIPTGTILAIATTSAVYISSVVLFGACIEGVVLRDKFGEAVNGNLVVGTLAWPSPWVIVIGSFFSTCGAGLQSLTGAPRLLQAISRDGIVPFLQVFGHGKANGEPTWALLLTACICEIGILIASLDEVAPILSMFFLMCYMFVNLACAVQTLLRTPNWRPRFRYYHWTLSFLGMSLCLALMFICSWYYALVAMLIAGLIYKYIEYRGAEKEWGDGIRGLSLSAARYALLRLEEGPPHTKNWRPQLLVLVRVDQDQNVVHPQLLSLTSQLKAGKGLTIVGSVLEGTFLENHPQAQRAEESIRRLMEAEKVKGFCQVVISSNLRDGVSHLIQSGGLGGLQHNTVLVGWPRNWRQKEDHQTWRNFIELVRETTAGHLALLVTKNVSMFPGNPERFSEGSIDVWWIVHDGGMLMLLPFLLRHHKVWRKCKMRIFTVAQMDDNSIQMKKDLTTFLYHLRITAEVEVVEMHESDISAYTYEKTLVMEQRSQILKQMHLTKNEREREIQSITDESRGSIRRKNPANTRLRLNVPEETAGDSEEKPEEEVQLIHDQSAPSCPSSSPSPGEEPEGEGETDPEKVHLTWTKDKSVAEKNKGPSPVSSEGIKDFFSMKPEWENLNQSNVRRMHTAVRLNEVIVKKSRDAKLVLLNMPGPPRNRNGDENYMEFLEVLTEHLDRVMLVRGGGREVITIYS
zfTRPN1 agonist: zebrafish TRPN1 channel agonists, primary screen, cell-based, HEK293, calcium fluorescence; transient receptor potential cation channel N1 (TRPN1/NompC), Danio rerio; HEK293 zebrafish TRPN1-YFP, Fluo-8 calcium fluorescence; 100% = response to 87 µM carbachol; activation, % at 3 µM; 220,000 compounds, 0.18% hits;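 active means activation above its plate's cutoff, the mean activation of test wells on that plate plus 3 SD, cut at about 19% in these data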;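 further: 0% = DMSO alone and 100% = 87 µM carbachol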
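System: zebrafish TRPN1-YFP in HEK293 cells / Dosing: 3 µM single point / Timing: dye loading 1 h at 37 °C, then 30 min room temperature / Signal: Fluo-8 calcium fluorescence, excitation 470-495 nm, emission 515-575 nm / Read-out basis: percent activation from peak over basal fluorescence ratio, control-normalized / Control set: high carbachol 87 µM, low DMSO alone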
Thrombin inh: human alpha-thrombin inhibitors, primary screen, counter-screen for coagulation protease inhibitor project, biochemical, 1536-well, fluorogenic AMC substrate | AID 1046, 2008 | inhibition, % at 5 µM | Boc-VPR-AMC fluorogenic substrate cleavage | 220,000 compounds, 0.26% hits | Prothrombin (Homo sapiens), P00734;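 active means inhibition at or above 40%; inactive means inhibition below 40%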;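 further: 0% = enzyme with no compound and 100% = wells without enzyme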
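Assay system: human alpha-thrombin enzyme. Reagent: Boc-VPR-AMC substrate, 15 µM final. Compound dosing: one concentration per compound, 5 µM, with 0.2% DMSO. Incubation: room-temperature reaction. Technique: AMC fluorescence, 355/460 nm. Measure: % inhibition relative to enzyme controls and enzyme-free blanks.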
TRPML3 ag: human TRPML3 channel agonists, primary screen, cell-based, HEK293 TRPML3-YFP, Fluo-8 calcium fluorescence, 3 µM. Mucolipin-3 (Homo sapiens), Q8TDD5. 100% = the carbachol control signal. activation, % at 3 µM. 220,000 compounds, 0.29% hits;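 active means activation above its plate's cutoff, the mean activation of the plate's test wells plus 3 SD, cut at about 12% in these data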;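 further: 0% = DMSO only wells and 100% = carbachol wells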
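Material: HEK293 cells stably carrying human TRPML3-YFP; compound dosing: single dose, 3 µM final nominal compound, 0.3% DMSO final; incubation: 1-h 37 °C dye load, 5-s basal, 120-s post-compound reads; technique: Fluo-8 intracellular calcium fluorescence, excitation 470-495 nm, emission 515-575 nm; read-out basis: percent activation from peak-to-basal fluorescence ratio, scaled between DMSO and carbachol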
PPC-1+TRAIL kill: compounds killing PPC-1 cancer cells with TRAIL present, primary screen, TRAIL potentiator project, ATPLite luminescence, uHTS; PPC-1 cells + TRAIL, ATPLite viability luminescence; 220,000 compounds, 0.41% hits; cell killing (% activity), % at 4 µM; AID 1443, 2008;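 active means cell killing above 50% in the first pass at 4 µM, then a duplicate retest at 5 µM averaging 50% or more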;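 further: plate controls were cells with TRAIL plus DMSO for no effect and medium-only wells lacking cells for full effect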
EBV gp42 inh: Epstein-Barr virus gp42 inhibitors, primary screen, biochemical, uHTS, fluorescence polarization; Glycoprotein 42 (Epstein-Barr virus (strain AG876)), Q1HVG2; Fluorescence polarization binding assay, mP read-out; inhibition, % (tested at 21.74 µM); 220,000 compounds, 0.42% hits; in the data active means inhibition above about 50%
Tb hexokinase: Trypanosoma brucei hexokinase 1 inhibitors, primary screen, biochemical, G6PDH-coupled NADH absorbance, MLSCN library; hexokinase 1 [Trypanosoma brucei]; recombinant TbHK1, G6PDH-coupled NADH A340; inhibition, % at 10 µM; 220,000 compounds, 0.11% hits; AID 1430, 2008;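 active means inhibition of 50% or more in the single-dose primary screen; inactive means inhibition below 50%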
Furin inh: human furin inhibitors, primary screen, biochemical, fluorescence intensity. P09958. purified furin, fluorogenic substrate cleavage. inhibition, % at 30 µM. 220,000 compounds, 0.061% hits. AID 463115, 2010; in the data active means inhibition above about 25%; further: inactives centre near -15
Calpain2 inh: inhibitors of pig calpain II, primary screen, biochemical, fluorogenic peptide substrate, 1536-well; purified calpain II, 30 min; inhibition, % at 16 µM; 220,000 compounds, 0.37% hits;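 active means inhibition above about 50%, limit read from the data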
Numbers without * were called inactive; i = inactive; nt = no result given; [ ] = remark or other dose.

The line under a structure holds: EBV gp42 inh	Furin inh	Thrombin inh	KCC2 mod	TRPML3 ag	Tb hexokinase	PPC-1+TRAIL kill	Calpain2 inh	zfTRPN1 agonist
1. CN(C)c1ccc(C2Nc3ccccc3C(=O)N2CCCN2CCOCC2)cc1 (centres undefined)
 : -10	-24	-1	1.1	0.7	-14	7	-17	-0.1
2. COc1ccccc1CN(C)CC(=O)Nc1ccc(Cl)cc1C(F)(F)F
 : -15	-25	-3	0.16	-0.2	1	4	15	-2.2
3. CCc1cc2c(=O)[nH]c(N3CCOCC3)nc2s1
 : -4	9[20 µM]	1	0.57	0.9	5	14	-19	0.4
4. OCCC1CN(Cc2cccn2-c2cccnc2)CCN1C1CCCC1 (centres undefined)
 : -1	-18	-2	-0.58	0.7	-6	8	21	-0.4
5. O=C(Nc1ccn(Cc2ccccc2)n1)c1cccc(Cn2cc([N+](=O)[O-])cn2)c1
 : -10	-12	-7	-2.3	1.6	1	1	9	0.5
6. CCC(=O)N/C=C/n1cnc2cc(C(F)(F)F)ccc21
 : -22	-26	-5	1.1	2.1	-1	9	-6	1.4
7. CCn1c2ccccc2c2cc(NC(=O)COC(=O)c3cc(OC)c(OC)cc3OC)ccc21
 : 6	-8	-10	-0.37	-0.1	-23	-7	-89	1.4
8. Cc1ccc(C(=O)NCC(=O)OC(C)C(=O)Nc2ccc(N(C)C)cc2)cc1C (centres undefined)
 : -1	-17	-5	-0.98	-1.3	-1	-2	-17	-1.0
9. COc1ccc(Nc2nnc(-c3ccc(C)cc3)c3ccccc23)cc1C(=O)N1CCCCC1
 : 9	-9	0	-2.2	-0.5	-17	14	-40	-1.6
10. N#CCC(=O)N/N=C/c1cn(Cc2ccc3ccccc3c2)c2ccccc12
 : -5	-18	1	0.16	-0.2	-82	-4	-12	-0.8
11. Cc1ccc(/C=C/C(=O)c2ccccc(=O)c2O)cc1C
 : -16	-15	-2	32*	0.6	-7	-4	-4	0.0
12. CC1CCN(c2c([N+](=O)[O-])c(=O)n(-c3ccccc3)c3ccccc23)CC1
 : -19	-12	-3	nt	0.5	-16	1	-5	-1.4
13. CC(=O)Oc1c(C)cc(O)c2ccccc12
 : -13	-21[20 µM]	1	-0.67	0.2	2	18	-27	-1.5
14. CCC(=O)N(Cc1cc2cc(OC)ccc2[nH]c1=O)c1ccccc1C
 : -13	-21	-1	nt	1.0	-20	4	-97	1.2
15. C=CCn1c(C(CCCC)CC(O)COCCC)n[nH]c1=S (centres undefined)
 : -16	-9	-4	0.47	0.3	0	14	-3	1.6
16. Cc1[nH]n(-c2ccc(C(=O)O)cc2)c(=O)c1CCO
 : -17	-29	-4	1	0.9	1	8	58*	2.1
17. COc1ccc(-n2c(-c3ccco3)nc3c(cnn3-c3ccccc3C)c2=O)cc1
 : -5	-24	0	-0.22	0.6	6	10	-18	0.2
18. Cc1ccc(C(C(=O)NC2CCCCC2)N(C(=O)c2csnn2)C2CC2)o1 (centres undefined)
 : -11	-13	-3	0.86	-0.2	1	1	-35	-0.6
19. Cc1ccc(C2(C)NC(=O)N(CC(=O)Nc3ccc4[nH]c(=O)[nH]c4c3)C2=O)cc1 (centres undefined)
 : -7	-3	1	-0.061	0.2	-17	26	4	-0.1
20. S=c1[nH]nc(CCc2nc3ccccc3[nH]2)n1-c1cccc(Cl)c1
 : -11	-19	-4	-0.8	0.1	1	13	21	-1.5
21. NCCCCCc1nnc(SCC(=O)c2ccc(Cl)cc2)o1
 : -4	-9	-4	0.11	-0.3	15	2	-32	0.6
22. CN(C)CCN1C(=O)C(O)=C(C(=O)c2cc3ccccc3o2)C1c1ccc(N(C)C)cc1 (centres undefined)
 : -18	-3	-4	0.26	5.7	-17	-1	-62	9.6
23. CN1CCN(S(=O)(=O)c2cccc(C(=O)N3CCc4ccccc43)c2)CC1
 : -8	-14	-5	-0.76	1.0	-4	-4	-5	0.4
24. O=C(c1ccc2c(c1)OCO2)N(c1ccccc1)C1C=CS(=O)(=O)C1 (centres undefined)
 : -7	-28[20 µM]	-6	nt	0.7	-1	8	-5	0.3
25. O=c1c2cnn(-c3ccccc3)c2ncn1Cc1ccco1
 : -7	-7[20 µM]	-6	nt	0.7	-5	-7	17	0.6
26. O=S(=O)(NC1CCCCC1NCc1ccco1)c1ccc(Cl)cc1 (centres undefined)
 : -13	-21	0	0.061	1.7	5	22	8	1.3
27. Cc1cc(C)c(S(=O)(=O)N2CCCC(C(=O)NCCC3=CCCCC3)C2)c(C)c1 (centres undefined)
 : -5	-11[20 µM]	1	nt	-0.1	0	18	21	0.2
28. Cn1c(CNc2ccc(F)cc2)nnc1SCC(=O)NNC(=O)Cc1ccccc1
 : -11	-29	-7	1	0.1	-2	6	-21	-1.3
29. CCOc1ccc(C2CC(c3cccc(C)c3)n3nc(N)nc3N2)cc1 (centres undefined)
 : -3	-24	-5	-0.43	1.7	-3	11	-11	-1.1
30. CC(C)c1ccc(CCNC(=O)c2ccc([N+](=O)[O-])cc2)cc1
 : 2	-22	-16	-1.4	-0.5	-1	0	15	-0.8
31. Cn1cc(C(=O)NCc2cccs2)c(=O)c2cc(S(=O)(=O)N3CCCC3)ccc21
 : 1	-11	74*	-1.1	-0.1	-9	4	-2	-0.4
32. CC(OC(=O)c1ccco1)C(=O)NCc1cccs1 (centres undefined)
 : -14	-9	0	1.8	0.5	4	16	2	0.7
33. COc1cc(CNCCc2ccccc2)cc(Cl)c1OCc1ccccc1
 : 10	-18	-3	1.3	0.1	9	9	3	-1.0
34. O=C(N/N=C/c1ccc(Br)o1)c1ccc2c(c1)OCCO2
 : -17	-14	1	-1.3	0.7	-38	23	14	1.0
35. Cc1oc(-c2ccccc2Cl)nc1CSCC(=O)NC1CCCC1
 : -14	-16[20 µM]	0	-0.7	1.0	-4	12	-18	-0.9
36. Cc1ccc(CNC2=NCCCCC2)n1C
 : -15	-18	-10	nt	0.1	-5	13	-4	1.2
37. Cn1cc(C(=O)CCl)c2ccccc21
 : -3	-35	-1	0.9	1.8	-7	-20	-32	0.3
38. CCOc1ccc(N2C(=O)CC(N(CCc3ccc(OC)c(OC)c3)C(=S)Nc3ccccc3)C2=O)cc1 (centres undefined)
 : -20	-25	-5	-0.46	0.5	-6	15	-24	0.2
39. CN(C)CCNC(=O)c1ccc2c(c1)N(Cc1ccc(F)cc1)CCS2
 : -5	-58	-7	nt	1.3	1	2	-498	3.0
40. O=C(NNCC(O)COc1ccccc1)c1ccccc1 (centres undefined)
 : 9	-6	-10	0.2	0.1	-2	18	9	1.4

Some of the entries so far, as tab-separated lines:
No.	canonical_smiles	EBV gp42 inh	Furin inh	Thrombin inh	KCC2 mod	TRPML3 ag	Tb hexokinase	PPC-1+TRAIL kill	Calpain2 inh	zfTRPN1 agonist
21	NCCCCCc1nnc(SCC(=O)c2ccc(Cl)cc2)o1	-4	-9	-4	0.11	-0.3	15	2	-32	0.6
22	CN(C)CCN1C(=O)C(O)=C(C(=O)c2cc3ccccc3o2)C1c1ccc(N(C)C)cc1 (centres undefined)	-18	-3	-4	0.26	5.7	-17	-1	-62	9.6

Next section
The line under a structure holds: EBV gp42 inh	Furin inh	Thrombin inh	KCC2 mod	TRPML3 ag	Tb hexokinase	PPC-1+TRAIL kill	Calpain2 inh	zfTRPN1 agonist
41. Cc1ccc(-n2nnc3c(=O)n(Cc4cc(C)ccc4C)cnc32)cc1
 : -8	-3[20 µM]	-1	0.15	-0.4	-11	-15	17	-0.7
42. COc1cccc(/C=N/n2c(-c3cccs3)n[nH]c2=S)c1
 : -25	-13[20 µM]	2	24*	-0.1	-6	20	-4	-0.2
43. COc1ccc2cc3cc(C(=O)NCC4CCCO4)oc3nc2c1 (centres undefined)
 : -21	-172[20 µM]	-17	-0.27	1.8	-39	-16	i	2.2
44. CC(C)(C)c1cc(C(=O)NNS(=O)(=O)c2ccccc2)n[nH]1
 : 1	-11	-5	0.027	0.7	6	6	18	-1.2
45. CC(C)COP(=O)(OCC(C)C)C(O)c1ccccc1F (centres undefined)
 : -19	-2[20 µM]	-4	0.038	-0.4	2	nt	4	-1.3
46. CCCCCCCCCCCCCCCC(=O)OC[C@H](COP(=O)([O-])OCC[N+](C)(C)C)OC(=O)CCCCCCCCCCCCCCC
 : -17	7	-2	0.0037	0.4	2	17	-23	1.0
47. O=C(Cn1cc2c(n1)CCCC2)N1CCCc2ccccc21
 : -4	-17	0	0.22	-0.4	-1	-2	-2	0.9
48. CCc1ccc2c(c1)[C@]1(C(=O)N2)[C@@H]2C(=O)N(Cc3ccccc3)C(=O)[C@@H]2[C@@H]2CCCN21
 : -8	-15	-12	nt	0.1	-4	14	-19	1.3
49. COc1cccc(NC(=S)N2CCc3cc(OC)c(OC)cc3C2COc2ccc3c(C)cc(=O)oc3c2)c1 (centres undefined)
 : 0	-12	-8	1.3	0.6	-8	17	-65	1.6
50. COc1ccc(-c2cn3cccnc3n2)cc1NC(=O)c1cccs1
 : 0	-9	-1	0.59	0.5	-26	17	-85	0.8
51. COc1ccc(N2C3=C(CC4=C2CCCC4=O)C(=O)CCC3)cc1
 : 19	-14[20 µM]	-3	-0.85	-0.1	-5	2	-409	-0.5
52. C/C(=N\OCc1cccc(C(=O)O)c1)c1ccc(Cl)cc1
 : 1	-14	-5	-0.49	0.8	7	8	13	0.5
53. O=C(NCCCn1ccnc1)c1cn(-c2ccccc2)nc1-c1ccc(F)cc1
 : 15	-29	-1	-0.04	-0.8	7	40	21	-0.7
54. CN1/C(=C\C(=S)NC(=O)c2ccc([N+](=O)[O-])cc2)C(C)(C)c2ccccc21
 : -13	-17	-5	0.81	0.5	-16	-5	24	1.7
55. Fc1ccc(NC(=S)NN2CCOCC2)cc1Cl
 : -20	-17	-4	-0.18	0.7	1	-10	-11	-1.2
56. COc1ccccc1C(=O)N1CCCN(C(=O)c2ccccc2OC)CC1
 : -13	-15[20 µM]	-8	-1.6	-0.3	-2	4	-35	-0.4
57. CCc1ccc(CCC(=O)Nc2nc(CC(C)=O)ns2)o1
 : -16	-21	7	nt	0.5	-4	-5	-98	-0.7
58. Cn1c(SCC(=O)Nc2ccc(Br)cc2)nc(O)cc1=O
 : -6	-20	-6	-0.19	0.8	-10	2	0	1.2
59. CCc1ccccc1NC(=O)c1ccccc1Sc1ccc([N+](=O)[O-])cc1Cl
 : 18	0	-5	1.1	0.0	26	3	32	-1.3
60. Cc1ccc(S(=O)(=O)N2CCN(CC(O)c3ccccc3)CC2)cc1 (centres undefined)
 : -2	-16	-4	0.016	0.9	0	-21	23	0.3
61. C=CCn1c(N)c(C(=O)NCC2CCCO2)c2nc3ccccc3nc21 (centres undefined)
 : 16	-45	-13	nt	0.6	-14	19	i	0.1

Assay outcomes (PubChem BioAssay)
